SRC3 inh: SRC3 coactivator transcriptional activity inhibitors, primary screen, cell-based, luminescence; Nuclear receptor coactivator 3 (Homo sapiens), Q9Y6Q9; HEK293 GAL4-SRC3 luciferase reporter; inhibition, % at 3.6 µM; 360,000 tested, 0.17% active; AID 588352, 2011;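 active = inhibition above a per-campaign cutoff, the mean of all compounds plus 3 SD, cut at about 60% in these data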;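 also: 0% = DMSO-treated cells and 100% = gossypol-treated cells at 36 µM; higher means less SRC3-driven luciferase light from the GAL4 reporter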
SRC1 inh: SRC1 coactivator transcriptional activity inhibitors, primary screen, cell-based, luminescence; Nuclear receptor coactivator 1 (Homo sapiens), Q15788; 360,000 tested, 0.12% active; inhibition, % at 3.6 µM; HEK293 GAL4-SRC1 luciferase reporter;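 active = inhibition above the campaign mean plus 3 SD, with each screening campaign given its own cutoff, cut at about 60% in these data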;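 also: 0% = DMSO treated cells and 100% = gossypol at 36 µM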
TRAIL sens C8: viability loss with TRAIL in NB7+C8 cells, primary screen, TRAIL sensitizer project, cell-based, ATPlite luminescence; AID 624354, 2012; inhibition (viability loss, TRAIL sensitization), % at 10 µM; 360,000 tested, 1% active;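 active = compounds causing at least 50% loss of cell viability in the single-dose screen, relative to plate controls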
TWEAK Fn14 block: inhibitors of TWEAK-Fn14 signaling, primary screen, luciferase reporter cells, uHTS; TWEAK-stimulated Fn14 reporter cells, luciferase luminescence, 8 h; inhibition, % at 10 µM; 360,000 tested, 2% active; in the data active = inhibition above about 50%
TROY NFkB inh: inhibitors of TROY-driven NF-kB signaling, primary screen, Q293 LMP1-TROYcd cells, NF-kB luciferase, uHTS; Q293 LMP1-TROYcd NF-kB luciferase reporter, 4 h; inhibition, % at 10 µM; 360,000 tested, 0.98% active; AID 1347056, 2019;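 active = compounds whose plate-normalised and pattern-corrected inhibition of the luciferase reporter signal at the single screening dose is 50% or more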
TLR9-MyD88 inh: inhibitors of TLR9-MyD88 association in cells, primary screen, cell-based, CHO, BLA complementation, fluorescence. 340,000 tested, 0.21% active. CCF4 FRET ratio. Toll-like receptor 9 (Homo sapiens) + Myeloid differentiation primary response protein …. inhibition, % at 4.98 µM. AID 504734, 2011;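 active = inhibition above the mean over all tested compounds plus 3 SD, cut at about 21% in these data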;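 also: 0% = DMSO only wells and 100% = clavulanate BLA inhibitor control wells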
NR2F2 inh: NR2F2 transcriptional activity inhibitors, primary screen, cell-based, luciferase reporter, HEK293T, luminescence | inhibition, % at 8.6 µM | 370,000 tested, 0.7% active | HEK293T NGFI-A luciferase reporter;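 active = inhibition above a per-plate cutoff, mean inhibition of test wells between control levels plus 3 SD, cut at about 38% in these data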;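 also: cells cotransfected with COUP-TFII expression vector driving the NGFI-A reporter; 0% = median of COUP-TF2 test wells and 100% = reporter-only cells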
Target sequence (P24468 whole entry, looked up): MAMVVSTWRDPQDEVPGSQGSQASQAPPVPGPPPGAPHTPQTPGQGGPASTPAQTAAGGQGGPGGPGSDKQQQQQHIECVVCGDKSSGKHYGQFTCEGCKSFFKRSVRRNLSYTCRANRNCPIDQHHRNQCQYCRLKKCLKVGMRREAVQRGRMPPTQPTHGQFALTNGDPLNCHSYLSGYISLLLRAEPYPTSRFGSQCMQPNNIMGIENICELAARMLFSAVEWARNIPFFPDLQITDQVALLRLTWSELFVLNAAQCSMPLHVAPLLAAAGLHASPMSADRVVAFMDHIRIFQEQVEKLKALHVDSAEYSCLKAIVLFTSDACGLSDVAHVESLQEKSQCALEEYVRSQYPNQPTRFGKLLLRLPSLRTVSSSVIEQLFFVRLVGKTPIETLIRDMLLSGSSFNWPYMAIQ
NCOA2 inhibitor: inhibition of GAL4-SRC2 driven luciferase reporter, primary screen, SRC2 inhibitor project, cell-based, luminescence; Nuclear receptor coactivator 2 (Homo sapiens), Q15596; HEK293 GAL4-SRC2 luciferase reporter; inhibition, % at 9 µM; 370,000 tested, 0.17% active;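 active = inhibition above the mean inhibition of all tested compounds plus 3 SD, set per campaign, cut at about 52% in these data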;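 also: 0% = DMSO treated cells and 100% = cells given Gossypol at 36 µM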
LMP1 NFkB inh: EBV LMP1-driven NF-kappaB luciferase reporter inhibitors, primary screen, cell-based, luminescence, single point. 350,000 tested, 0.69% active. AID 504558, 2011. inhibition, % at 12.5 µM. LMP1-induced NF-kappaB luciferase reporter cells; in the data active = inhibition above about 41%;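 also: 0% = neutral control wells and 100% = reference inhibitor control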
NOD2-RIPK2 inh: NOD2-RIPK2 binding disruptors in cells, primary screen, fluorescence, CHO cells, BLA complementation; CCF4 ratio; inhibition, % at 4.98 µM; 360,000 tested, 0.38% active; in the data active = inhibition above about 21%;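 also: 0% = vehicle only and 100% = reference blocker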
LRH-1 inv ag: LRH-1 (NR5A2) inverse agonists, primary screen, cell-based, luminescence, HEK293T, StAR-luciferase reporter; LRH-1 transfected, 24 h; AID 602396, 2012; inhibition, % at 3.6 µM; Nuclear receptor subfamily 5 group A member 2 (Homo sapiens), O00482; 360,000 tested, 0.13% active;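 active = inhibition above the mean inhibition of all tested compounds plus 3 SD, cut at about 73% in these data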;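 also: 0% = DMSO wells and 100% = reporter-only cells lacking LRH-1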
Target sequence (O00482 whole entry, looked up): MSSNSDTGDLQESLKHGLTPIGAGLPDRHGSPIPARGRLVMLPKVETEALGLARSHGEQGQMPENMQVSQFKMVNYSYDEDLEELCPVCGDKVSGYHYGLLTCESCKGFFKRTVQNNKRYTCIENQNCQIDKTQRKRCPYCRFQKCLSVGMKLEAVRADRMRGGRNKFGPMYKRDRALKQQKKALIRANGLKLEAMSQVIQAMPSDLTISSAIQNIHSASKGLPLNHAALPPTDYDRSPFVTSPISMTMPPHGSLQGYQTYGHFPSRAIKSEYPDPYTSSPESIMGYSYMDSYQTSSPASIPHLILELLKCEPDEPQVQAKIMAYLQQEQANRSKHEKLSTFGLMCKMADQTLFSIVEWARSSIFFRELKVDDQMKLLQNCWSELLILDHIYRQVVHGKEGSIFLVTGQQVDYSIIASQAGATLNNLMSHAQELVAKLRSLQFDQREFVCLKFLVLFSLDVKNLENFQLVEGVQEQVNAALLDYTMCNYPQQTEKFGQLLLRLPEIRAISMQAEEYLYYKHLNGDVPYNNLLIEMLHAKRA
* hit, by the source's call; x = no result given.

SMILES	SRC3 inh	SRC1 inh	TRAIL sens C8	TWEAK Fn14 block	TROY NFkB inh	TLR9-MyD88 inh	NR2F2 inh	NCOA2 inhibitor	LMP1 NFkB inh	NOD2-RIPK2 inh	LRH-1 inv ag
CCN1CCN(S(=O)(=O)c2ccc(Cl)c(C(=O)NC3CCCC3)c2)CC1	10	0	19	4	15	-3	8	0	-1	-4	5
C=CCSc1nnc(C)c(/C=C/Nc2ccc(Cl)cc2)n1	-4	11	-5	8	-15	x	21	-11	-4	-3	0
O=C1CCCC2=C1C(c1cccs1)n1nc(SCc3ccccc3F)nc1N2 (stereo unspecified)	3	-1	-4	14	16	-2	5	-14	-5	0	-19
Cc1ccc(C(NC(=O)NCCCN2CCOCC2)=C(Cl)Cl)cc1F	3	-15	2	29	-12	-3	10	3	-6	3	4
CCCCCCCCNCCS(=O)(=O)NN1CCOCC1	21	7	10	5	-7	1	-6	-11	-7	-10	-19
Cc1onc(-c2c(F)cccc2Cl)c1C(=O)Nc1ccc(S(=O)(=O)Nc2ncccn2)cc1	-10	1	-6	6	2	-8	12	17	-7	-6	14
Cc1cc(C)cc(NC(=O)Cn2nnc(C(=O)NCc3ccco3)c2N)c1	-35	-20	-23	11	-3	-3	3	-13	-2	-8	11
O=C(CC1(CC(=O)N2CCOCC2)CCCC1)Nc1ccc(F)cc1	4	-12	-3	15	0	-7	0	-15	-18	-11	4
Cc1nnc(N)s1	0	-1	3	17	4	-8	-3	-10	1	3	-11
O=C(Cn1cnc2c(oc3ccccc32)c1=O)NCc1ccccc1	-1	3	11	-20	-3	13	-15	-2	7	3	7
CCSc1nc(O)c(Cc2ccccc2)c(=O)[nH]1	-23	-4	6	-2	7	3	-2	-10	12	-10	2
CCOC(=O)c1c(C)[nH]c(C(=O)N2CCc3cc(OC)c(OC)cc3C2)c1C	15	-23	-3	-37	17	3	10	-1	20	13	5
O=C(Nc1ccccc1-c1nc2ccccc2s1)c1ccco1	-50	-5	-4	49	-30	-5	1	5	-3	-2	0
CCN(c1ccc(NC(=O)CSc2ccc3c(c2)OCCO3)cc1)C(C)C	7	2	5	7	7	-2	8	15	5	-12	27
CCOC(=O)N1CCN(C(=O)CCS(=O)(=O)c2ccc3c(c2)CC(C)N3C(=O)CC)CC1 (stereo unspecified)	18	19	-6	-2	1	3	-14	-21	2	-4	3
COc1ccc([C@H]2/C=C\CN(C(=O)c3ccccc3)[C@@H](C)C(=O)N2Cc2ccc(F)cc2)cc1	-3	-12	2	8	5	-7	3	6	6	3	3
CC1CCN(CCCn2c(=S)[nH]c3ccccc3c2=O)CC1	-17	-8	7	-13	12	-7	4	12	-9	6	-18
O=C(NC1CCCC1)C(c1ccncc1)N(Cc1cccs1)C(=O)c1csnn1 (stereo unspecified)	13	-29	10	-5	-8	5	9	4	0	-4	-11
O=C(c1cccs1)N1CCC(c2nc3c(nnn3Cc3cccc(Cl)c3)c(=O)[nH]2)CC1	-26	-54	7	-16	-29	-6	-10	-3	-57	-14	7
Cc1ccc2c(CN3CCCCC3CCO)cc(=O)oc2c1 (stereo unspecified)	2	12	26	-1	-11	0	12	-2	-2	-9	-12
N#Cc1sc(NCc2ccccc2)nc1Cl	-11	3	-1	-9	-29	0	0	1	-5	-3	-48
Cc1cc(C)c(NC(N)=S)c(C)c1	11	-11	3	5	17	x	17	31	6	-8	3
O=C(NC1CCCCCC1)c1cc2ccccc2oc1=O	-108	-105	12	54*	5	-10	-53	-21	-28	-4	-64
COc1ccc(NC(=O)CN(C)S(=O)(=O)c2ccc3c(c2)OCCO3)c2ncccc12	9	-3	8	5	20	-30	5	-7	13	-37	-6
O=C(NN1CCOCC1)c1ccc(S(=O)(=O)N2CCCCC2)cc1	18	-11	1	-14	-1	-1	-4	15	-4	-16	-12
CC(=O)Nc1ccc(S(=O)(=O)Nc2cccc(-c3nc4cc(C)ccc4o3)c2)cc1	-1	-13	-8	30	0	6	19	-3	-5	4	-11
O=C(NNC(=O)c1ccccc1Br)c1ccc(SCC2CCCO2)c([N+](=O)[O-])c1 (stereo unspecified)	8	-5	6	3	10	-7	7	-22	-4	3	-8
COc1ccc(/C=N/c2c(-c3ccc(OC)cc3)nc3n2CCS3)cc1	-16	-2	18	-16	-28	-7	-22	-4	-4	2	7
CCCNC(=O)c1cc(-c2ccc(OC)cc2)on1	-114	-124	26	23	-32	2	-26	-57	20	0	-101
Nc1nonc1-n1nnc(C(=O)N/N=C/c2ccco2)c1CSc1ccc(Cl)cc1	-7	2	-11	5	-2	12	9	10	-5	-12	-22
Cc1cccc(-n2c(-c3csc(C(C)C)c3)n[nH]c2=S)c1	-4	10	0	-18	-8	-6	3	5	-3	-17	8
Cc1cc(C)c(N(C(=O)CN2C(=O)c3ccccc3S2(=O)=O)C(C(=O)NCC2CCCO2)c2ccc(F)cc2)c(C)c1 (stereo unspecified)	14	2	-4	33	19	5	-6	11	-2	3	-9
Cc1ccc(-c2nc3ccccc3[nH]2)s1	-110	-121	56*	26	-83	4	-29	-28	-30	-10	-121
Cc1ccc(NC(=O)COC(=O)c2ccn(C)n2)cc1	8	-6	-1	4	-33	9	-1	-19	-4	5	29
Clc1ccccc1OCc1nc(-c2ccncc2)no1	-102	-97	11	-36	-26	2	-46	-44	-60	-1	-88
O=C(Nc1ccc2c(c1)OCO2)C1CCCN1C(=O)Nc1cccc(F)c1 (stereo unspecified)	1	3	-3	15	-5	3	-3	18	1	-3	2
CC1(C)CC(=O)C=C(NCc2ccc(Cl)c(Cl)c2)C1	-19	-31	5	-7	-7	0	-8	5	-8	1	10
O=C(NCc1nnnn1-c1cccc(F)c1)c1ccc(S(=O)(=O)N2CCOCC2)cc1	31	11	-4	-15	-29	-2	9	-20	-4	-13	-8
CCOc1ccccc1OCCN1CCCC1	3	4	-8	-24	12	-1	2	-1	-14	-5	-19
CCC(C)NC(=O)C1CCN(C(=O)c2ccccc2)CC1 (stereo unspecified)	-1	-1	12	2	-8	-3	-12	-10	-4	-24	19
O=C(N/N=C/c1cccs1)c1cc(-c2cccc3ccccc23)n[nH]1	-23	-61	-7	-15	-66	-2	-49	-65	-19	-3	-75
Cc1cc(C)cc(N(C(=O)CNS(=O)(=O)c2ccccc2)C(C(=O)NCc2ccccc2)c2ccc(C)o2)c1 (stereo unspecified)	8	-3	4	8	-6	-6	8	3	5	-16	3
O=C(O)c1ccc(-c2noc(-c3ccccc3F)n2)cc1	-83	-84	-3	52*	-7	-6	-27	-83	-14	0	-74
Cc1cc(/C=N/n2c(COc3ccccc3C)nc3ccccc3c2=O)c(O)c([N+](=O)[O-])c1	-14	-19	47	26	8	5	-8	-12	24	-11	-21
ClC(Br)=C(n1cnc2ccccc21)n1cnc2ccccc21	-37	-9	-11	-8	14	-11	0	20	-5	0	2
COc1ccc(N(C(=O)c2snc(C(N)=O)c2N)C(C(=O)NC2CCCC2)c2ccco2)cc1OC (stereo unspecified)	-3	0	-16	-18	-15	2	-4	-13	-5	0	18
C=CCn1c(SCC(=O)N(C)C)nc2sc3c(c2c1=O)CCC3	13	-12	7	-12	2	5	-17	-5	-1	-6	12
Cc1ccc(N2C(=O)C3C4C=CC(CNC(=S)Nc5cccc(Cl)c5)(O4)C3C2=O)cc1 (stereo unspecified)	-6	-12	4	-9	-19	4	-4	17	10	7	-20
COc1ccc(C2CC(C(F)(F)F)n3ncc(C(=O)NCC4CCCO4)c3N2)cc1OC (stereo unspecified)	-18	-9	3	-29	5	-3	-5	-14	9	7	7
COc1ncnc2c1ncn2CCCNCC(c1ccccc1)c1ccccc1	-17	-7	2	-5	-7	-6	-53	-26	-1	0	-10

Remaining list, next part
SMILES	SRC3 inh	SRC1 inh	TRAIL sens C8	TWEAK Fn14 block	TROY NFkB inh	TLR9-MyD88 inh	NR2F2 inh	NCOA2 inhibitor	LMP1 NFkB inh	NOD2-RIPK2 inh	LRH-1 inv ag
CCOC(=O)N1CCN(C(=O)CC(=O)Nc2ccc3nc4n(c(=O)c3c2)CCCCC4)CC1	3	-6	-6	-1	13	-3	10	-11	8	-1	-1
COc1ccccc1NC(=O)/C=C\C(=O)O	-7	-18	-5	0	-3	4	-23	7	3	-3	2
Cc1ccc(CNC(=O)C2(C)CCN2C(=O)Cc2ccc(C(C)(C)C)cc2)cc1 (stereo unspecified)	-19	8	6	-17	3	x	-10	-27	x	1	-14
N=C(N)SCCc1cnc[nH]1	12	5	-2	-4	1	1	-2	1	-3	-7	-14
COc1cc(/C=C/C(=O)OCC(=O)Nc2cc(C(F)(F)F)ccc2N2CCOCC2)ccc1O	15	-3	21	-10	16	2	1	28	0	7	6
Cc1nnc(SCC(=O)N(CC(C)C)c2c(N)n(Cc3ccccc3)c(=O)[nH]c2=O)n1N	5	-25	7	-1	-12	1	2	-27	-13	8	15
CC1=C([N+](=O)[O-])C(c2cccc(Br)c2)C2=C(N1)c1ccccc1C2=O (stereo unspecified)	16	-11	-18	2	-11	-3	-67	-1	-4	3	28
CCN(C(=O)CSc1nc2cc(S(=O)(=O)N(CC)CC)ccc2n1CC)C1CCS(=O)(=O)C1 (stereo unspecified)	5	-15	-12	0	-14	0	-5	-30	-7	-6	-6
Cc1ccccc1C(=O)Nc1ccnn1C1CCN(C(=O)c2cnsn2)CC1	4	-4	-3	-10	-1	-1	5	-16	2	-10	-8
Cc1cc([N+](=O)[O-])nn1CCCC(=O)N1CCN(c2ccccc2)CC1	5	12	-4	10	-8	-6	-2	-4	11	-19	2
Cc1ccc(OCC(=O)N(C)CC(=O)Nc2ccc(N3CCOCC3)cc2)cc1	5	3	26	-11	2	-8	5	5	2	3	-13
COc1ccc([N+](=O)[O-])cc1N(CC(=O)Nc1ccccc1C(=O)N1CCCC1)S(C)(=O)=O	1	-6	4	5	18	5	-7	2	-12	1	12
CC/C(O)=C1\C(=O)CC(C)(C)CC1=NCCc1nc2ccccc2[nH]1	3	-19	1	4	1	-6	-5	-13	1	-12	8
CC1(C)Oc2ccc(C(=O)Nc3ccccc3F)cc2N(CC(=O)N2CCOCC2)C1=O	-34	-7	14	-10	-22	-5	3	-9	-6	8	-21
CCCCSc1cc(=O)n(-c2ccccc2)nc1C(=O)OCC	12	-12	31	6	3	2	1	12	5	-7	19

An excerpt. The share of hits here may be higher or lower than overall.
